Vif inh = HIV Vif inhibition | hit rate 0.35% among 340,000 | HEK293T cells, Vif self-association by quenched fluorescence, imaging, 24 h | inhibition, % at 7.49 µM; in the data active = inhibition above about 50%, passing the limit was not always enough; note: some results filed as inactive read as strong as hits
N-glyco inh = N-linked glycosylation inhibition; D54 ERlucT glycosylation luciferase reporter, 24 h; percent of 100 nM tunicamycin response; reporter increase, % at 12.5 µM; hit rate 0.23% among 360,000;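 active = mean luciferase reporter signal, scaled so untreated is 0 and the glycosylation-blocking control 100, at or above a set limit in every replicate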;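 note: luciferase carries N-glycosylation sites so blocking glycosylation raises the light; 0% = median of neutral control wells and 100% = median of 100 nM tunicamycin wells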
aDG glyco act = alpha-DG glycosylation activation. AID 624168. Pro5-aDG cells, alpha-DG glycosylation AlphaScreen (IIH6); 0% Pro5, 100% B10-LARGE cell signal. activation, % at 10 µM. hit rate 0.22% among 360,000;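 active = activation of at least 8% versus controls, or a plate z-score of at least 8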;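 note: Pro5 are CHO cells carrying HIG-tagged alpha-DG that lacks glycosylation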
ABCB6 inh MLPCN = blocks the human ABCB6 transporter. Q9NP58. K562-ABCB6 porphyrin accumulation, flow cytometry, 1 h; stronger effect = lower value. fluorescence ratio to DMSO, % at 10 µM. hit rate 0.19% among 360,000. AID 602162;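 active = fluorescence ratio to DMSO below 75%, the collection mean minus 3 SD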;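 note: signal is porphyrin accumulated inside mitochondria; 100% equals median channel fluorescence of DMSO control wells; lower ratio means ABCB6 inhibition with less porphyrin fluorescence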
PDI turbidity = blocks human protein disulfide isomerase activity | inhibition, % at 10 µM | PDI insulin aggregation turbidity, A650, 90 min | hit rate 0.052% among 350,000 | P07237;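 active = mean inhibition across replicates of 30% or more, whatever share of single replicates reach that level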;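 note: absorbance from insulin aggregation driven by PDI reduction with DTT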
m5-HT2A agonist = mouse HTR2A agonism via beta-arrestin recruitment. P35363. CHO-K1 mHTR2A beta-arrestin complementation, luminescence; percent of 30 µM serotonin response. activation, % at 7.6 µM. hit rate 0.66% among 360,000. AID 624169;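 active = activation above a run cutoff, the mean activation of all tested compounds plus 3 SD, cut at about 14% in these data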;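 note: 0% = plate median of compound wells and 100% = 30 µM serotonin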
Target sequence (P35363 whole entry, looked up): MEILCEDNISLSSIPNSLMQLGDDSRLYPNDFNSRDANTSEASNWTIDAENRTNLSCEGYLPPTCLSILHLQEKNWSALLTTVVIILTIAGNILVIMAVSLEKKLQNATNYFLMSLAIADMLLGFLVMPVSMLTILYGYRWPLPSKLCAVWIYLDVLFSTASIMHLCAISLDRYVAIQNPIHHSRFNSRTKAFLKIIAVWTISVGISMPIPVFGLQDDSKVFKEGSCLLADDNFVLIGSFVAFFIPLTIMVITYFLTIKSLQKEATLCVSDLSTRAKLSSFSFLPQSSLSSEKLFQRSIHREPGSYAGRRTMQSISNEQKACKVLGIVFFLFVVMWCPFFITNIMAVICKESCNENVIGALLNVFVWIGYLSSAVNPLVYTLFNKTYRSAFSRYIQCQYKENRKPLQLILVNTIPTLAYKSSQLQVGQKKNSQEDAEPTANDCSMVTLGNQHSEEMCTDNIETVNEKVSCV
Cardio protect = protects H9c2 cardiomyocytes from peroxide injury | H2O2 injury protection, ATPLite, 2 h | protection from H2O2 cell death, % at 20 µM | hit rate 0.63% among 360,000;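 active = compounds giving at least 50% protection of heart cells from peroxide-induced death in the single-dose screen, raw or plate-pattern-corrected value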;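 note: 0% = DMSO wells with peroxide and 100% = DMSO wells without peroxide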
MC4R ag barr = agonists of human melanocortin 4 receptor (MC4R) beta-arrestin | P32245 | U2OS MC4R beta-arrestin complementation, luminescence; percent of melanotan II response, DMSO zero | activation, % at 8.9 µM | hit rate 0.98% among 360,000;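 active = activation above a per-plate cutoff, the mean activation of sample wells on that plate plus 3 SD, cut at about 8% in these data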
Target sequence (P32245 whole entry, looked up): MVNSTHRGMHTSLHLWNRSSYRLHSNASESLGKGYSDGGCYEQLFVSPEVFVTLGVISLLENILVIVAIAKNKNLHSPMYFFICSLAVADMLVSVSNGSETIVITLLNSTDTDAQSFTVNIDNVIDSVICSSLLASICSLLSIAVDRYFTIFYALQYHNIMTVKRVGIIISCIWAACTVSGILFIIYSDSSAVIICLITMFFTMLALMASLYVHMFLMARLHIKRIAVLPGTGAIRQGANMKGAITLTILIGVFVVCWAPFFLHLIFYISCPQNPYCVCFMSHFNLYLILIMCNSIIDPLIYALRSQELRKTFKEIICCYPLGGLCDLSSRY
CaV13 FRET inh = Primary screen for inhibitors of IQ motif and Ca2+-dependent inactivation inhibitor domain binding in CACNA1D, Förster resonance energy transfer in living cells, …; inhibition, % at 12.3 µM; HEK cells, CFP/YFP FRET ICDI-IQ, plate reader, 10 min; percent FRET-ratio fall versus neutral wells; hit rate 0.098% among 340,000; AID 743397;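 active = mean replicate inhibition of at least 30% and at least 1% of replicates passing that level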;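 note: 0% = median of the neutral control wells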
MC4R antagonist = human MC4R antagonism in cAMP assay | P32245 | MC4R-expressing cells, MTII-stimulated cAMP, LANCE TR-FRET | inhibition, % at 6.5 µM | hit rate 0.48% among 360,000 | AID 540295;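 active = inhibition above its plate's cutoff, the mean of tested wells on that plate plus 3 SD, cut at about 29% in these data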;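 note: 0% = Melanotan II alone and 100% = Melanotan II plus saturating MCL0020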
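Material: human MC4R-expressing U2OS cells. Probe or stimulus: Melanotan II challenge. Dosing: 6.5 µM single dose. Times: 30-min compound, 1-h challenge, 1-h detection, room temperature. Technique: TR-FRET with Eu-cAMP and labeled anti-cAMP, 671 nm. Replication: singlicate.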
Starred values were filed as active, the others as inactive.

For COC(=O)C(NNc1ccc(F)cc1)(NC(=O)c1ccccc1)C(F)(F)F (stereo not drawn) the results were Vif inh -5, N-glyco inh -2, aDG glyco act 0.4, ABCB6 inh MLPCN 100, PDI turbidity -5, m5-HT2A agonist 0, Cardio protect -4, MC4R ag barr 0.5, CaV13 FRET inh -2 and MC4R antagonist 13.
For O=S(=O)(Nc1ccc(Br)cn1)c1cccs1 the results were Vif inh -8, N-glyco inh -2, aDG glyco act 0.0, ABCB6 inh MLPCN 102, PDI turbidity -2, m5-HT2A agonist -1, Cardio protect 4, MC4R ag barr -2.0, CaV13 FRET inh 2 and MC4R antagonist 8.
Cc1ccc(S(=O)(=O)N2CCC(=O)N(CCOC(=O)Nc3ccc(F)cc3)CC2)cc1 was read as Vif inh 5, N-glyco inh 0, aDG glyco act 0.3, ABCB6 inh MLPCN 97, PDI turbidity 2, m5-HT2A agonist -7, Cardio protect -2, MC4R ag barr -2.6, CaV13 FRET inh -11 and MC4R antagonist 11.
Screening COc1ccc(NC(C)=O)cc1CNC(=O)COc1ccccc1C(=O)Nc1cccc(C)c1C returned Vif inh -1, N-glyco inh 3, aDG glyco act 0.0, ABCB6 inh MLPCN 96, PDI turbidity 3, m5-HT2A agonist -2, Cardio protect 6, MC4R ag barr -1.1, CaV13 FRET inh -6 and MC4R antagonist 3.
`Cn1nc(-c2ccc(N3CCOCC3)c(NS(=O)(=O)c3ccc(Cl)cc3)c2)c2ccccc2c1=O` gave Vif inh 19, N-glyco inh 7, aDG glyco act -0.2, ABCB6 inh MLPCN 102, PDI turbidity 3, m5-HT2A agonist 0, Cardio protect 14, MC4R ag barr -0.9 and MC4R antagonist 2.
`COc1ccc(CCNC(=O)C2CCC(=O)N2Cc2ccccc2Cl)cc1OC` (stereo not drawn) gave Vif inh -11, N-glyco inh 1, aDG glyco act 0.2, ABCB6 inh MLPCN 98, PDI turbidity 8, m5-HT2A agonist -1, Cardio protect 1, MC4R ag barr -3.1, CaV13 FRET inh -16 and MC4R antagonist 20.
`O=S(=O)(Nc1ccccc1Cl)c1ccc(NS(=O)(=O)c2cccs2)cc1` gave Vif inh 6, N-glyco inh 2, aDG glyco act 0.0, ABCB6 inh MLPCN 94, PDI turbidity 8, m5-HT2A agonist -6, Cardio protect -5, MC4R ag barr -0.5, CaV13 FRET inh -2 and MC4R antagonist 6.
COc1ccc(-c2cc(C)no2)cc1S(=O)(=O)N1CCN(C(=O)c2ccco2)CC1 was read as Vif inh 13, N-glyco inh 0, aDG glyco act -0.2, ABCB6 inh MLPCN 97, PDI turbidity 10, m5-HT2A agonist -1, Cardio protect 4, MC4R ag barr -3.0, CaV13 FRET inh -14 and MC4R antagonist -3.
Cn1nnnc1SCC(=O)Nc1ncc(C(F)(F)F)cc1Cl was read as Vif inh -9, N-glyco inh 2, aDG glyco act -0.1, ABCB6 inh MLPCN 103, PDI turbidity -1, m5-HT2A agonist -3, Cardio protect -4, MC4R ag barr -0.7, CaV13 FRET inh -5 and MC4R antagonist 2.
Cc1nn(-c2ccccc2)c(Cl)c1/C=N/NC(=O)c1ccccc1F was read as Vif inh 5, N-glyco inh -2, aDG glyco act 0.3, ABCB6 inh MLPCN 94, PDI turbidity -2, m5-HT2A agonist -9, Cardio protect 20, MC4R ag barr -3.2, CaV13 FRET inh -5 and MC4R antagonist -2.
For Cc1cccc(NC(=O)Nc2nnc(N3CCCCC3C)s2)c1C (stereo not drawn) the results were N-glyco inh 0, aDG glyco act -0.2, ABCB6 inh MLPCN 99, PDI turbidity -13, m5-HT2A agonist -2, Cardio protect -11, MC4R ag barr -2.8, CaV13 FRET inh -7 and MC4R antagonist 0.
`Cc1ccc(CNC(=O)c2nnn(CC(=O)Nc3cc(C)cc(C)c3)c2N)cc1` gave Vif inh 0, N-glyco inh 1, aDG glyco act -0.3, ABCB6 inh MLPCN 107, PDI turbidity 11, m5-HT2A agonist -1, Cardio protect -3, MC4R ag barr -1.1, CaV13 FRET inh -3 and MC4R antagonist -7.
Cc1nc(NCc2ccco2)c(C#N)c2c1COC(C)(C)C2 was read as Vif inh 4, N-glyco inh 4, aDG glyco act 0.4, ABCB6 inh MLPCN 97, PDI turbidity -2, m5-HT2A agonist 6, Cardio protect -3, MC4R ag barr 1.2 and MC4R antagonist 3.
For Cc1ccc(OCC(=O)Nc2ccc(S(=O)(=O)N3CCOCC3)cc2)c(Br)c1 the results were Vif inh -8, N-glyco inh -2, aDG glyco act 0.0, ABCB6 inh MLPCN 96, PDI turbidity 0, m5-HT2A agonist 1, Cardio protect -6, MC4R ag barr 3.1, CaV13 FRET inh -3 and MC4R antagonist 4.
For Cc1ccc(CN(C(=O)c2c(F)cccc2F)C2CC(C)(C)NC(C)(C)C2)o1 the results were Vif inh 35, N-glyco inh 0, aDG glyco act -0.4, ABCB6 inh MLPCN 98, PDI turbidity 11, m5-HT2A agonist 1, Cardio protect -11, MC4R ag barr -0.3, CaV13 FRET inh -9 and MC4R antagonist -3.
FC(F)C(F)(F)c1cc(-c2ccccc2)n[nH]1 was read as Vif inh -12, N-glyco inh -4, aDG glyco act 0.1, ABCB6 inh MLPCN 95, PDI turbidity -1, m5-HT2A agonist -1, Cardio protect -2, MC4R ag barr 1.8, CaV13 FRET inh -5 and MC4R antagonist -2.
Screening CN1C=CC(=CC=C2C=CC(=O)C=C2)C=C1 returned Vif inh 9, N-glyco inh 4, aDG glyco act 0.0, ABCB6 inh MLPCN 119, PDI turbidity 4, m5-HT2A agonist 3, Cardio protect -4, MC4R ag barr -2.5, CaV13 FRET inh -6 and MC4R antagonist -5.
COc1cccc(NC(=O)c2cc(S(=O)(=O)N3CCc4ccccc43)cn2C)c1 was read as Vif inh -15, N-glyco inh 0, aDG glyco act 0.2, ABCB6 inh MLPCN 94, m5-HT2A agonist -6, Cardio protect -18, MC4R ag barr -0.8, CaV13 FRET inh -11 and MC4R antagonist 6.
`N#C/C(=C/c1ccc(O)c(O)c1)C(=O)NCc1ccc(Cl)cc1` gave Vif inh 33, N-glyco inh -2, aDG glyco act -0.3, ABCB6 inh MLPCN 97, PDI turbidity 8, m5-HT2A agonist -4, Cardio protect 65*, MC4R ag barr -3.9, CaV13 FRET inh -3 and MC4R antagonist -5.
For COc1ccc(-c2nnc3ccc(SCC(=O)NCc4ccco4)nn23)cc1OC the results were Vif inh 6, N-glyco inh 3, aDG glyco act -0.1, ABCB6 inh MLPCN 97, PDI turbidity 0, m5-HT2A agonist -2, Cardio protect 9, MC4R ag barr 2.3, CaV13 FRET inh -6 and MC4R antagonist -4.
Cc1cccc(NC(=O)c2cc3c(=O)n4ccccc4nc3s2)c1 was read as Vif inh -15, N-glyco inh 3, aDG glyco act -0.1, ABCB6 inh MLPCN 99, PDI turbidity 8, m5-HT2A agonist 4, Cardio protect 2, MC4R ag barr -0.7, CaV13 FRET inh -4 and MC4R antagonist 18.
`CCOc1ccc(OCCn2c(SCC(=O)O)nc3ccccc32)cc1` gave Vif inh -4, N-glyco inh 2, aDG glyco act 0.1, ABCB6 inh MLPCN 100, PDI turbidity -5, m5-HT2A agonist -4, Cardio protect 2, MC4R ag barr -0.1, CaV13 FRET inh -2 and MC4R antagonist 16.
For CCn1nc(C)cc1C(=O)Sc1cccc(Cl)c1 the results were Vif inh -1, N-glyco inh 14, aDG glyco act -0.2, ABCB6 inh MLPCN 90, PDI turbidity -3, m5-HT2A agonist 4, Cardio protect 9, MC4R ag barr -1.1, CaV13 FRET inh -4 and MC4R antagonist 22.
NS(=O)(=O)c1ccc(CCNC(=O)c2cccnc2)cc1 was read as Vif inh 2, N-glyco inh -1, aDG glyco act 0.0, ABCB6 inh MLPCN 95, PDI turbidity 3, m5-HT2A agonist -1, Cardio protect 7, MC4R ag barr -1.1, CaV13 FRET inh -7 and MC4R antagonist -1.
`CC(=O)Nc1ccc(S(=O)(=O)NCCSCc2ccc(Cl)cc2Cl)cc1` gave Vif inh -23, N-glyco inh -3, aDG glyco act 3.0, ABCB6 inh MLPCN 99, PDI turbidity -15, m5-HT2A agonist -5, Cardio protect -25, MC4R ag barr 0.6, CaV13 FRET inh -4 and MC4R antagonist 15.
Screening COc1cc(C(=O)NCC(=O)N/N=C/c2c(C)[nH]c3ccccc23)cc(OC)c1OC returned Vif inh 6, N-glyco inh 5, aDG glyco act -0.1, ABCB6 inh MLPCN 101, PDI turbidity -20, m5-HT2A agonist -8, Cardio protect 12, MC4R ag barr -3.0, CaV13 FRET inh 6 and MC4R antagonist -3.
Cc1cc(C)c(C)c(S(=O)(=O)N2CCC(C(=O)NCCCN3CCOCC3)CC2)c1C was read as Vif inh 8, N-glyco inh 1, aDG glyco act -0.1, ABCB6 inh MLPCN 100, PDI turbidity -16, m5-HT2A agonist 1, Cardio protect -2, MC4R ag barr 0.1, CaV13 FRET inh -6 and MC4R antagonist 7.
CCc1c(O)nc(SCC(=O)Nc2nc3ccccc3s2)n(-c2ccccc2)c1=O was read as Vif inh -4, N-glyco inh 5, aDG glyco act -0.1, ABCB6 inh MLPCN 98, PDI turbidity 14, m5-HT2A agonist 1, Cardio protect 0, MC4R ag barr -1.2, CaV13 FRET inh -14 and MC4R antagonist 1.
Screening O=C(CCn1ccnc1)Nc1ccc2ccccc2c1 returned Vif inh 1, N-glyco inh 3, aDG glyco act -0.2, ABCB6 inh MLPCN 106, PDI turbidity -4, m5-HT2A agonist -5, Cardio protect -4, MC4R ag barr -1.5, CaV13 FRET inh -6 and MC4R antagonist -3.
`Cc1cc(C)cc(N2CC(C(=O)OCC(=O)Nc3cc(C)on3)CC2=O)c1` (stereo not drawn) gave Vif inh -4, N-glyco inh 5, aDG glyco act -0.1, ABCB6 inh MLPCN 98, PDI turbidity 9, m5-HT2A agonist -1, Cardio protect -1, MC4R ag barr -2.2, CaV13 FRET inh -7 and MC4R antagonist 6.
COc1ccc(CN2CCNC(=O)C2CC(=O)NC2CCCCCCC2)cc1OC (stereo not drawn) was read as Vif inh -7, N-glyco inh -4, aDG glyco act 0.2, ABCB6 inh MLPCN 108, PDI turbidity 7, m5-HT2A agonist 4, Cardio protect -2, MC4R ag barr -1.9, CaV13 FRET inh -7 and MC4R antagonist 4.
N=C1/C(=C\c2ccc(OC(=O)c3ccccc3)cc2)C(=O)N=C2SC(N3CCOCC3)=NN12 was read as Vif inh 21, N-glyco inh 2, aDG glyco act -0.3, ABCB6 inh MLPCN 98, m5-HT2A agonist 6, Cardio protect 6, MC4R ag barr -1.1, CaV13 FRET inh -1 and MC4R antagonist -5.
